KOR beta-arrestin-1 = KOR agonists, beta-arrestin recruitment, primary screen, cell-based, luminescence, uHTS (AID 1777). KOR beta-arrestin recruitment, luminescence; higher % means a stronger effect. activation, % at 10 µM, or EC50 in µM where a hit was titrated. 280,000 tested, 0.02% active; in the data active means activation above about 50%, passing the limit was not always enough; further: a part of the inactive calls stands beside numbers as strong as those of hits
HEK293 NOD2/NF-kB = NOD2 signaling inhibitors, cell-based, luminescence, uHTS, HEK293 (AID 1566); HEK293 NOD2/NF-kB luciferase reporter, luminescence; higher % means a stronger effect; inhibition, % at 4 µM, or EC50 in µM where a hit was titrated; 290,000 tested, 0.63% active; further: many of its hits are not listed in these tables
T cell HTS = T cell immune modulation candidate; 2C CD8+ T cell-vesicle binding, flow cytometry; stronger effect = lower value; calls only at 7 µM; 330,000 tested, 0.068% active; AID 2052;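 active means response, share of CD8 T cells binding vesicles, and their 90th percentile fluorescence all below set limits, cut at about 80% in these data, passing the limit was not always enough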
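Also added: QL9-peptide-loaded Drosophila micro-vesicles bearing Ld, ICAM-1 and B7-1; Test system: purified 2C TCR transgenic mouse naive CD8+ T cells; Measured by: cytometric PE anti-B7-1 and Alexa647 anti-CD8 signals after 1% paraformaldehyde fixation; Timing: binding step 1.5 h, 37 °C, antibody labelling 20 min, ice.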
GPR55 antagonists = GPR55 antagonists blocking LPI-driven arrestin recruitment, primary screen, imaging, U2OS, beta-arrestin-GFP, LPI agonist (AID 2013); inhibition, % at 10 µM; hits with a dose series show IC50 in µM; U2OS GPR55 beta-arrestin-GFP translocation imaging, LPI antagonism; higher % means a stronger effect; 290,000 tested, 0.13% active;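 active means spots per cell inhibited over 60%, with over 100 cells counted and total cytoplasm intensity under 500,000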;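 further: U2OS cells stably carrying GPR55 and arrestin-GFP stimulated by 5 µM LPI near EC80; imaged beta-arrestin-GFP aggregate spots per cell after agonist stimulation; plate controls were LPI-stimulated DMSO wells for no effect and DMSO wells without LPI for full effect; some results filed as inactive read as strong as hits; confirmed hits need IC50 under 10 µM and bright autofluorescent wells are also inconclusive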
GPR55 activation = selective activators of receptor GPR55 – imaging, U2OS cells, beta-arrestin-GFP redistribution, primary screen (AID 1961); U2OS GPR55 beta-arrestin-GFP redistribution imaging; higher % means a stronger effect; one-dose activation, % at 10 µM; EC50 in µM for titrated hits; 290,000 tested, 0.048% active;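 active means activation above 40% with more than 50 cells counted in the well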;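 further: U2OS osteosarcoma cells stably expressing GPR55 and beta-arrestin-GFP; plate controls were DMSO negative control for no effect and LPI positive control for full effect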
NOD1 inhibition = NOD1 signaling inhibitors, primary screen, cell-based, luminescence, uHTS (AID 1578) | NOD1-driven NF-kB luciferase reporter cells, luminescence; higher % means a stronger effect | 290,000 tested, 1% active | inhibition, % at 4 µM; hits with a dose series show EC50 in µM; in the data active means inhibition mostly above about 36%, no sharp cut-off; inactive means mostly below about 34%;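 further: HEK-293T reporter cells stimulated with the NOD1 agonist gamma-tri-DAP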
Myeloid diff 2 = promotes myeloid progenitor differentiation; calls only at 10 µM; 360,000 tested, 1% active; ER-HoxA9 myeloid progenitors, lysozyme-GFP differentiation, flow cytometry;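 active means normalized GFP-positive differentiation at or above the plate's own cutoff, the solvent-only control mean plus 3 SD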;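 further: cells exposed to compound for four days before flow analysis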
KOR beta-arrestin-2 = kappa opioid receptor blockers – cell-based, luminescence, uHTS (AID 1778); KOR beta-arrestin recruitment, luminescence, antagonist mode; higher % means a stronger effect; one-dose inhibition, % at 10 µM; IC50 in µM for titrated hits; 290,000 tested, 0.091% active; further: strong numbers were not always called active
NTR1 ag = NTR1-driven beta-arrestin-GFP spot formation – imaging, U2OS cells, high content, primary screen (AID 493036) | agonist mode | activation, % at 20 µM | 330,000 tested, 0.17% active;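 active means activation at or above 40% of the spot to cytoplasm intensity ratio, with at least 20 cells analyzed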;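 further: 0% = DMSO without peptide and 100% = 100 nM NTR1 peptide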
Target sequence (P30989 whole entry, looked up): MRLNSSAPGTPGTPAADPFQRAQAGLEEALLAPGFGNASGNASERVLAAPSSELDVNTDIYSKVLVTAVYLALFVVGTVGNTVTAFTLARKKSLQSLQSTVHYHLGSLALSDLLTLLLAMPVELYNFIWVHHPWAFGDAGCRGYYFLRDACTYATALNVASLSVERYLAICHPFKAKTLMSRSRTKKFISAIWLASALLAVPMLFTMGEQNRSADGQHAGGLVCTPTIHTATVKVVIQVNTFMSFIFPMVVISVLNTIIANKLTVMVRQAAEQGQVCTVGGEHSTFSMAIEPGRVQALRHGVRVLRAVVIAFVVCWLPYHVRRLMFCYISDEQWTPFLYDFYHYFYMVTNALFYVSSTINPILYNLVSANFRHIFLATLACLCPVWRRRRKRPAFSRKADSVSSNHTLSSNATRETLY
T cell HTS vesicle-bound % = recorded beside T cell HTS, whose call it bears; double positive events, %; measured here: CD8+ vesicle-bound cell fraction;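 binding gate set so that unloaded-vesicle control wells show 10% double positive cells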
NTR1 ag cell count 20 µM = second read-out of NTR1 ag, no call of its own (marks repeat the call); cell count; measured here: cell count, cytotoxicity flag
Myeloid diff 2 GFP+ MAC1+ % = recorded beside Myeloid diff 2, whose call it bears; GFP+ MAC1+ double positive, %; measured here: differentiation confirmed by MAC1 staining
Starred values were filed as active, the others as inactive; i = inactive; / = not tested or not shown; + = active, no number; [ ] = dose if it differs, or a comment. Unless noted, no stated cut-off is given here; in the data, active means inhibition above about 50%; inactive means the rest.

SMILES	KOR beta-arrestin-1	HEK293 NOD2/NF-kB	T cell HTS	T cell HTS vesicle-bound %	GPR55 antagonists	GPR55 activation	NOD1 inhibition	Myeloid diff 2	Myeloid diff 2 GFP+ MAC1+ %	KOR beta-arrestin-2	NTR1 ag	NTR1 ag cell count 20 µM
COc1cccc(C2CC(c3ccccc3Cl)n3nnnc3N2)c1 (stereo unspecified)	2.8%	-11.1%	i	21.1	-2.2%	-0.1%	-7.5%	i	1.3	-5.6%	-0.1	41
COc1cccc(CNC(=O)[C@H](CC(C)C)NC(=O)N2CCn3c2nc2ccccc23)c1	/	25.6%	i	25.4	17.4%	-0.1%	10.0%	i	4.8	/	-0.5	52
COc1cccc(N2CCN(C(=O)c3ccc4nc[nH]c4c3)CC2)c1	-3.1%	17.9%	i	67.6	-8.1%	0.0%	-10.1%	i	1.0	15.2%	-0.3	40
O=C(CN(Cc1ccc(F)cc1)C(=O)CCC(=O)Nc1ccccn1)NCCc1ccccc1	-0.3%	0.2%	i	55.1	11.0%	0.2%	-21.5%	i	0.6	-0.1%	0.7	53
Cc1cc(C(=O)OCC(=O)Nc2ccccc2F)c(C)o1	4.0%	-23.8%	i	40.5	4.4%	-0.1%	-6.6%	i	0.8	-20.7%	-2.2	49
Nn1c(SCC(=O)Nc2ccc(F)c(F)c2)nnc1C1CCCCC1	-2.5%	6.4%	i	56.7	7.2%	0.5%	-0.8%	i	1.2	41.4%	-2.8	97
O=C1c2ccccc2C(=O)N1CC#CCN1CCN(C2CCCCC2)CC1	-0.1%	-1.0%	i	4.3	13.4%	0.2%	6.7%	i	0.0	8.8%	-0.6	64
O=C(CC(c1ccccc1)c1ccccc1)NCCOCc1ccccc1	5.7%	3.6%	i	55.0	-2.2%	0.3%	-12.9%	i	0.4	-43.2%[20 µM]	1.0	41
NS(=O)(=O)c1ccc(NCc2c(F)cccc2Cl)cc1	-13.4%	27.5%	/	/	6.8%	-0.3%	32.5%	i	3.1	-23.2%	/	/
COc1cccc(CNc2ccccc2O)c1OCc1ccccc1F	-2.8%	8.3%	i	21.5	12.5%	0.2%	-7.8%	+	1.8*	18.1%	4.8	50
COc1ccc(S(=O)(=O)N2CCN(C3CCCC(C)C3)CC2)cc1 (stereo unspecified)	-0.6%	-12.3%	i	19.8	0.6%	0.5%	2.5%	i	0.4	-19.6%	1.1	33
CCOc1ccc(S(=O)(=O)c2cn(C)c3cc(OC)c(OC)cc3c2=O)cc1	-0.6%	-7.2%	i	50.9	7.8%	-0.1%	-31.6%	i	1.2	-28.7%	-1.3	59
CCc1cc2cccc(C)c2nc1SCC(=O)Nc1cc(C)on1	10.2%	-50.0%	i	29.8	-1.2%	0.2%	-21.3%	i	0.3	-87.5%	2.8	26
CC(OC(=O)COc1ccccc1[N+](=O)[O-])C(=O)Nc1ccc(N2CCOCC2)cc1 (stereo unspecified)	0.6%	8.1%	i	31.5	-3.0%	0.1%	-11.5%	i	0.2	9.8%	-0.7	27
CCc1nc(SCc2ccc(OCC(C)C)cc2)n[nH]1	-0.2%	4.2%	i	57.9	3.0%	0.2%	-4.2%	i	2.5	18.2%	1.3	56
Cc1ccc(-n2ncc3c(NCCCN4CCCC4=O)ncnc32)c(C)c1	1.4%	13.2%	i	57.2	3.0%	-0.2%	-29.6%	i	0.3	36.6%	6.3	91
CCC(C)NC(=O)c1[nH]c(C)c(C(=O)OC)c1C (stereo unspecified)	0.9%	6.2%	i	42.1	-3.3%	-0.1%	-16.9%	i	0.4	5.2%	1.3	49
Cc1cccc(N2CCN(C(=O)CCn3c(=S)[nH]c4cc5c(cc4c3=O)OCO5)CC2C)c1 (stereo unspecified)	0.3%	31.4%	i	6.4	26.0%	-0.2%	/	i	3.1	-1.7%	9.7	100
CSCCC(NS(=O)(=O)c1ccc(Cl)cc1)C(=O)OCC(=O)c1c(C)[nH]c2ccccc12 (stereo unspecified)	9.2%	26.4%	i	51.0	10.3%	0.1%	46.3%	i	0.7	-30.0%	41.2*	48*
COC(=O)c1cc(OC)c(OC)c(OC)c1[N+](=O)[O-]	-1.3%	21.0%	i	50.8	2.3%	0.3%	0.1%	i	0.1	16.5%	-0.7	38
O=C(CSc1ccc(-c2ccccn2)nn1)Nc1ccc(F)c(F)c1	-1.4%	32.2%	i	12.0	17.6%	0.3%	-3.7%	i	0.3	-24.8%	0.0	68
CC1(C)CC(=O)C=C(Nc2ccccc2C#N)C1	/	3.5%	i	59.9	-6.6%	0.2%	-8.5%	i	0.6	-41.8%[20 µM]	-0.8	48
COCCCNC(=O)[C@H](Cc1c[nH]c2ccccc12)NC(=O)OCc1ccccc1	-2.3%	1.3%	i	52.7	-0.4%	-0.3%	3.1%	i	0.4	-4.0%	3.2	89
COCc1[nH]nc2c1C(C1C=CCCC1)C(C#N)=C(N)O2 (stereo unspecified)	7.2%	11.4%	i	25.7	-0.6%	0.0%	/	i	7.4	23.9%	1.7	50
CC(C)N(CC#CC(O)(c1ccccc1)c1ccccc1)CCO	-1.5%	5.8%	i	44.5	10.2%	-0.2%	-35.4%	i	0.6	/	-0.2	58
O=C(O)c1cccc(Nc2c3ccccc3nc3ccccc23)c1	1.1%	-21.1%	i	22.9	-4.7%	0.4%	-9.0%	i	0.6	-9.5%	-0.3	73
CN1CCN(c2nc(-c3ccc(Cl)c(Cl)c3)nc3ccccc23)CC1	3.0%	-27.8%	i	47.8	1.7%	-0.1%	-13.7%	i	0.8	-16.2%	2.0	82
N#CCCn1cc(/C=N/O)c(-c2ccc(Cl)cc2)n1	6.2%	-22.5%	i	13.3	-4.9%	-0.1%	16.0%	i	1.2	-21.3%	-0.7	60
CC(C)C(=O)NC(C)C(c1cccs1)N1CCN(C)CC1 (stereo unspecified)	-4.6%	14.5%	i	50.7	-7.2%	0.2%	6.1%	i	0.6	4.4%	-0.2	91
CCC(C(=O)O/N=C(\N)c1ccc(C)cc1)c1ccccc1 (stereo unspecified)	-4.1%	3.5%	i	54.4	16.9%	0.5%	12.8%	i	1.1	19.6%	2.5	54
O=C(CCC(=O)N1CCOc2ccccc21)Nc1ccccc1Cl	-6.4%	8.0%	i	38.8	4.8%	-0.1%	-20.0%	i	2.6	-4.6%[20 µM]	-2.4	51
COc1ccc(OC)c(/C=N/NC(=O)CNC(=O)c2ccc(S(=O)(=O)N3CCOCC3)cc2)c1	4.7%	10.6%	i	5.0	12.0%	0.1%	7.3%	i	0.2	7.5%	-0.2	63
N#Cc1c(N)nc(SCC(=O)OCc2ccccc2)c(C#N)c1-c1ccco1	-1.1%	-2.9%	i	17.8	14.2%	-0.3%	-9.7%	i	1.2	-12.6%	4.4	80
Cc1ccccc1-n1c(C)nnc1SCC(=O)N(C)C1CCS(=O)(=O)C1 (stereo unspecified)	-0.5%	2.1%	i	38.3	7.8%	-0.2%	-14.5%	i	0.2	-18.5%	1.9	45
Cc1cc(C(=O)N(C)CC(=O)Nc2ccccc2C(F)(F)F)c(C)o1	/	-6.1%	i	42.8	-0.8%	-0.6%	32.2%	i	2.8	11.7%	3.0	88
CCCc1nc2ccc(NC(C)=O)cc2c(=O)n1Cc1cccc(Cl)c1	-0.6%	19.0%	i	54.2	-6.7%	1.2%	-27.5%	i	0.6	-27.0%[20 µM]	-0.4	56
Cc1cc(C)cc(N(CC(=O)O)S(=O)(=O)c2c(C)noc2C)c1	-4.4%	15.9%	i	37.6	3.9%	-0.1%	-9.8%	i	1.8	16.5%	-0.7	51
COc1ccc(NC(=S)NC(NC(C)=O)C(Cl)(Cl)Cl)c([N+](=O)[O-])c1 (stereo unspecified)	-2.7%	-8.4%	i	32.8	1.2%	0.2%	-5.3%	i	0.6	-3.5%	-0.9	79
Clc1ccc(CN2C3=NCCN3c3ccccc32)cc1Cl	6.2%	-11.0%	i	55.3	31.3%	-0.2%	-4.1%	i	0.6	-10.1%	1.7	72
O=C(NNS(=O)(=O)c1ccc(Cl)cc1)c1cc(-c2ccccc2)nc2ccccc12	12.6%	12.3%	i	8.0	-11.8%	-0.3%	-21.6%	i	0.9	-30.7%	2.9	70
Cc1onc(-c2ccccc2)c1C(=O)N1CCOC12CCN(c1cccc(F)n1)CC2	-3.3%	14.4%	i	43.0	-3.2%	0.4%	-29.6%	i	0.1	6.9%	2.8	43
O=C(Cc1ccccc1C(=O)O)Nc1cccc2ccccc12	3.6%	-2.8%	i	14.6	-3.3%	0.3%	-8.4%	i	4.7	-10.2%	-1.1	47
CC(=O)Nc1cccc(/C(C)=N/NC(=O)c2cccs2)c1	-2.9%	7.1%	i	48.0	5.1%	-0.4%	-34.8%	i	0.3	19.8%	-1.7	74
CCCCCC/C(=N\NS(C)(=O)=O)c1ccccc1	3.0%	-25.9%	i	20.0	18.6%	-0.1%	-5.4%	i	0.5	-23.8%	-2.4	72
CC1Cc2ccccc2N1C(=O)c1cnc2n(c1=O)CCS2 (stereo unspecified)	-4.9%	16.7%	i	39.7	7.0%	-0.2%	-15.0%	i	1.8	17.8%	-0.3	96
COC(=O)c1ccc(Oc2nc(NC(C)C)nc(SC)n2)cc1	0.4%	0.4%	i	40.1	6.1%	-0.1%	-7.2%	i	0.8	-42.4%	2.5	54
O=C(COc1ccc(Br)cc1Cl)c1ccc[nH]1	1.2%	-50.5%	i	64.2	-5.2%	0.5%	-46.0%	i	0.4	-34.3%	1.8	56
C=C(C)CN(CC)CCC(=O)Nc1ccc(OC)cc1OC	5.6%	16.1%	i	35.8	2.4%	1.0%	21.8%	i	0.6	3.7%	-0.9	82
COc1cc(N(C(=O)Cc2cccs2)C(C(=O)NC2CCCCC2)c2ccc(C)cc2)ccc1-n1cnnn1 (stereo unspecified)	2.2%	-7.1%	i	44.7	12.8%	-0.2%	-41.5%	i	0.7	21.8%	6.3	49
Cc1c(/C=N\NC(=O)c2ccc(F)cc2)cnn1C	2.5%	-11.7%	i	55.5	-3.1%	-0.5%	-14.8%	i	0.2	-14.6%	0.3	78
CC(=O)C1=C(C)Nc2ncnn2C1c1ccccc1F (stereo unspecified)	-1.1%	6.6%	i	38.6	0.2%	-0.1%	-4.6%	i	0.7	9.0%	-0.1	89
COc1ccccc1Nc1nc(N)nc(CSC(=S)N2CCC(C)CC2)n1	0.4%	-39.9%	i	44.4	6.8%	-0.2%	-10.4%	i	0.4	-42.3%	10.7	36

These rows are one share of the data; the hit share may differ from the screen's.
